GFP derepression: epigenetic GFP locus derepression in mouse cells; mouse C127i GFP locus derepression, cytometry, 30 h; Potency, µM (series often up to 46.1 µM), without a hit: at the highest dose GFP derepression (activation); 0.09% of 68,000 active; AID 597; note: % of control where 0% means no effect
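Locus derepression in mouse mammary C127i cells whose integrated CMV-GFP reporter is normally silent; GFP expression after 30 h compound treatment was quantified by counting fluorescent cells.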
15-hLO inh: inhibitors of human 15-lipoxygenase (ALOX15); P16050; purified 15hLO-1, xylenol orange hydroperoxide absorbance; Potency, µM (top dose mostly 57.1 µM), for the others: at the top dose activity change, negative = inhibition, hits mostly inhibitors; 1.4% of 74,000 active; AID 887; note: potency is the fitted concentration of half-maximal effect; % is set by controls: 0 for no effect and ±100 for the full control effect; nearly all actives have a fitted effect of over 55% in size
Target sequence (P16050 whole entry, looked up): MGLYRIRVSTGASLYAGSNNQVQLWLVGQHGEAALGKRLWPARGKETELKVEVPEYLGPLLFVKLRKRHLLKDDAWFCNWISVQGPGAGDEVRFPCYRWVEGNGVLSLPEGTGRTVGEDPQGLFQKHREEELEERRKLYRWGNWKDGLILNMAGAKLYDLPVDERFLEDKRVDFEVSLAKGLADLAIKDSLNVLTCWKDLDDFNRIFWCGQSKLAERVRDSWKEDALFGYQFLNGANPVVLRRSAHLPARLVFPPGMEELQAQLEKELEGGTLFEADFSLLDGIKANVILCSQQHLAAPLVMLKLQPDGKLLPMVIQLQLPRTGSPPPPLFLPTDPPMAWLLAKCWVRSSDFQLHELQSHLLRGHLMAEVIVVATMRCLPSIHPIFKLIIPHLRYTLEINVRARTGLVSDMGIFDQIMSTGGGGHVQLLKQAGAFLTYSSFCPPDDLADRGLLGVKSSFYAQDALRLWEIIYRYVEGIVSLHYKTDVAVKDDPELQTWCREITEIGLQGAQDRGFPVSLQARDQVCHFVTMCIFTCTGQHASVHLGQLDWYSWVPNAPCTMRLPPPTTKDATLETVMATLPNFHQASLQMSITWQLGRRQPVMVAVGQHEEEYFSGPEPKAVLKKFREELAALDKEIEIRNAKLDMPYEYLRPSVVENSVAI
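Readout: Fe(III)-xylenol orange absorbance, 573-to-405 nm ratio as reaction progress. Enzyme 40 nM purified human 15hLO-1, substrate 50 uM arachidonic acid, 6 min RT after 15 min compound preincubation; Hepes pH 7.5 buffer with Triton X-100.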
TexasRed autofl: Texas Red region autofluorescence | Compound fluorescence, Texas Red channel, 547/618 nm; stronger effect = higher value | max dye-equivalent concentration, M | 0.06% of 59,000 active; in the data active = max dye-equivalent concentration above about 10 nM; inconclusive = between about 1.1 nM and that limit
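Texas Red-region profiling: compounds in 100 mM Tris pH 8.0 were read at 547/618 nm after 15 min at room temperature. Intensities were normalized against a six-point Texas Red standard series to give dye-equivalent concentration.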
Rhodamine autofl: compound fluoresces in the rhodamine spectral region; Rhodamine-region fluorescence, 547/598 nm, Tris buffer; stronger effect = higher value; max dye-equivalent concentration, M; 0.05% of 59,000 active; AID 594; in the data active = max dye-equivalent concentration above about 11 nM; inconclusive = between about 1.1 nM and that limit
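Compounds in 100 mM Tris buffer, pH 8.0, were incubated 15 min at room temperature, then read at 547 nm excitation and 598 nm emission. Fluorescence was normalized against a per-plate six-point rhodamine standard curve as dye-equivalent concentration.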
Fluorescein autfl: fluorescein region autofluorescence; Compound autofluorescence, 480/540 nm, fluorescein-equivalent; stronger effect = higher value; max fluorescein-equivalent concentration, M; 0.91% of 59,000 active; in the data active = max fluorescein-equivalent concentration above about 10 nM; inconclusive = between about 1.1 nM and that limit
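Fluorescein stocks ranging 3 mM down to 300 nM, plus DMSO blanks, were pinned alongside compounds to build a per-plate standard curve. Buffer: 100 mM Tris, pH 8.0. Incubation 15 min, room temperature; filters 480/540 nm.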
HADH2 inh: blocks human hydroxyacyl-CoA dehydrogenase type II; Q99714; recombinant HADH2, NADH fluorescence, beta-hydroxybutyryl-CoA; Potency, µM (titrated, usually from 57.1 µM), for inactives: at the top dose activity change, negative = inhibition, hits mostly inhibitors; 3.4% of 73,000 active; AID 886; note: potency is the fitted concentration of half-maximal effect; % is set by controls: 0 for no effect and ±100 for the full control effect; nearly all actives have a fitted effect of over 60% in size; many of its hits are not listed in these tables
Target sequence (Q99714 whole entry, looked up, one chain of several): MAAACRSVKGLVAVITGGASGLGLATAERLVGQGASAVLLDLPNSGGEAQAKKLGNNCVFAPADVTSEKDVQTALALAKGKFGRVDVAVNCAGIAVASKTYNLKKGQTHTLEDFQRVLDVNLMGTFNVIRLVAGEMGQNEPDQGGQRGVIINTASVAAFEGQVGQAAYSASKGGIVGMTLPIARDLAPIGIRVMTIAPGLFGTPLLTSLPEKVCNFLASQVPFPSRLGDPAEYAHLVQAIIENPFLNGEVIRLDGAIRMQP
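Buffer 100 mM Tris-HCl pH 9.0/0.01% Tween-20; HADH2 20 nM; NAD+ 1 mM; beta-hydroxybutyryl-CoA 90 uM (all final). 15 min cpd preincubation, RT.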
Ub-GFP proteasome: proteasome inhibitors stabilizing ubiquitin-GFP reporter; Ubiquitin-GFP reporter cells, proteasome inhibition, GFP fluorescence; response scale: untreated = 0%, 10 µM MG-132 = 100%; Potency, µM (titrated, usually from 45.9 µM), for inactives: top-dose activation (GFP accumulation), actives largely listed as activators; 67,000 tested, under 10 active; AID 526; active = well fitted activation curve with a large enough effect, not every such curve was filed as active; inconclusive = small, poorly fitted or top-dose-only effect, or another doubt; inactive = no such curve, though single readings can be large or run the other way; note: potency is the fitted concentration of half-maximal effect
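Proteasome block read as GFP accumulation: ubiquitin(G76V)-GFP U2OS cells exposed to compound (2.9 nM–46 uM) for 4 hr at 37 C. Normalization used untreated cells as 0% and 10 uM MG-132 as 100%; concentration-response curves fitted.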
Hsp90 Hop PPI: changes Hsp90-Hop TPR2A binding signal, up or down; 0.44% of 71,000 active; Potency, µM (doses to about 57 µM), inactives show at the top dose activity change, negative = inhibition; AlphaScreen TPR2A-His6 binding biotin-Hsp90 C-terminal peptide; active = well fitted curve in either direction with a large enough effect; inconclusive = small, poorly fitted or top-dose-only effect, or another doubt; note: potency is the fitted concentration of half-maximal effect; % is set by controls: 0 for no effect and ±100 for the full control effect; many of its hits are not listed in these tables
4MU fluor: 4-MU region autofluorescence; AID 589; max dye-equivalent concentration, M; compound autofluorescence, 340/450 nm, 4-MU equivalents; stronger effect = higher value; 11% of 59,000 active; in the data active = max dye-equivalent concentration above about 10 nM; inconclusive = mostly about 1.1 nM to 9.6 nM
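Intrinsic fluorescence at 340/450 nm (ex/em) was read after 15 min at room temperature in pH 8.0, 100 mM Tris. Each compound concentration expressed as 4-MU-equivalent concentration from a six-point 4-MU standard series on each plate.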
DNA Pol III inh: blocks replication by bacterial DNA polymerase III holoenzyme; reconstituted DNA polymerase III holoenzyme replication, biochemical; Potency, µM (doses to about 57.1 µM), without a hit: at the highest dose activity change, negative = inhibition; 0.25% of 71,000 active; AID 603; note: potency is the fitted concentration of half-maximal effect; % is set by controls: 0 for no effect and ±100 for the full control effect
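Reconstituted *E. coli* holoenzyme (0.35 nM Pol III, 1 nM beta, 154 nM SSB, 2 nM primase) was preincubated with compound for 15 min at RT. Synthesis on 1.4 nM ssM13Gori ran 35 min, then was stopped with PicoGreen/EDTA and read as dsDNA fluorescence.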
HBB splice mod: hemoglobin beta splicing modulation | Potency, µM (doses to about 46.1 µM), for inactives: at the highest dose activation, most hits filed as activators | HBB splicing reporter cell assay, activation; EGFP reporter with mutant IVS2-654 intron; response scale: normalised to 500 nM splice-correcting PNA | 0.06% of 65,000 active; note: potency is the fitted concentration of half-maximal effect; 0% is about no effect
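HeLa cells stably expressing EGFP interrupted by mutant beta-globin intron 2 (IVS2-654), 500/well in 2% FCS. Treated with compound for 2 days at 37C. Splicing correction scored as total well GFP intensity (488 nm excitation, 500-520 nm emission); 500 nM antisense PNA served as control.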
An asterisk follows results filed as active; [ ] = dose if it differs, or a comment. Unless noted, calls come from the whole dose curve; as a rule, active = well fitted curve in the direction sought with a large enough effect; inconclusive = small, poorly fitted or top-dose-only effect, or another doubt; inactive = no such curve, though single readings can be large; an effect the other way counts as inactive or inconclusive. This is a subset (hit frequency here may not be typical).

`COc1ccc(-n2c(Cn3c(=O)sc4ccccc43)nnc2SCC(N)=O)cc1` gave GFP derepression -3%, 15-hLO inh 6%, HADH2 inh -1%, Ub-GFP proteasome -3%, Hsp90 Hop PPI -5%, DNA Pol III inh 3% and HBB splice mod -0.9%.
Screening CNc1oc(-c2ccco2)nc1C#N returned GFP derepression 2%, 15-hLO inh 8%, TexasRed autofl inconclusive, Rhodamine autofl inactive, Fluorescein autfl inactive, HADH2 inh inconclusive, Ub-GFP proteasome -2%, Hsp90 Hop PPI -2%, 4MU fluor inconclusive, DNA Pol III inh -8% and HBB splice mod -0.3%[0.369 µM].
Screening N#Cc1c(C(F)(F)F)cc(-c2ccccc2)nc1SCc1nc(N)nc(N2CCOCC2)n1 returned GFP derepression 10µM*, 15-hLO inh -21%, TexasRed autofl inactive, Rhodamine autofl inactive, Fluorescein autfl 1.6e-08M*, HADH2 inh -4%, Ub-GFP proteasome 6%, Hsp90 Hop PPI 5%, 4MU fluor inconclusive, DNA Pol III inh 1% and HBB splice mod 10µM*.
For O=C(O)c1cccc(CN2C(=O)CSC2=O)c1 the results were GFP derepression -2%, 15-hLO inh 6%, HADH2 inh -8%, Ub-GFP proteasome 17%, Hsp90 Hop PPI -1%, DNA Pol III inh -8% and HBB splice mod -0.7%[9.22 µM].
For CCOC(=O)CSc1nnc(CNc2ccc(F)cc2)o1 the results were GFP derepression -1%, 15-hLO inh 0%, TexasRed autofl inactive, Rhodamine autofl inactive, Fluorescein autfl inactive, HADH2 inh 0%, Ub-GFP proteasome 2%, Hsp90 Hop PPI -1%, 4MU fluor inactive and DNA Pol III inh 3%.
c1coc(CNc2nc(N3CCCCC3)nc3ccccc23)c1 was read as GFP derepression 0%, 15-hLO inh 4%, TexasRed autofl inactive, Rhodamine autofl inactive, Fluorescein autfl inactive, HADH2 inh -11%, Ub-GFP proteasome -2%, Hsp90 Hop PPI -4%, 4MU fluor 2.9e-07M*, DNA Pol III inh -7% and HBB splice mod -0.5%[57.5 µM].
Screening C=CCn1c(SCC(=O)Nc2ccc3c(c2)OCCO3)nnc1-c1ccccn1 returned GFP derepression -4%, 15-hLO inh -11%, TexasRed autofl inactive, Rhodamine autofl inactive, Fluorescein autfl inconclusive, HADH2 inh 3%, Hsp90 Hop PPI -7%, 4MU fluor inactive, DNA Pol III inh -12% and HBB splice mod 2.9%[0.369 µM].
For CCOc1cc(N2CCOCC2)c(OCC)cc1NC(=O)c1cc(-c2ccco2)nc2ccccc12 the results were GFP derepression -2%, 15-hLO inh -24%, TexasRed autofl inactive, Rhodamine autofl inactive, Fluorescein autfl inactive, HADH2 inh -4%, Ub-GFP proteasome -8%, Hsp90 Hop PPI -17%, 4MU fluor inactive, DNA Pol III inh 0% and HBB splice mod 0.7%.
Screening Cc1ccc(S(=O)(=O)N2CCCSCC2)cc1 returned GFP derepression 0%, 15-hLO inh 4%, TexasRed autofl inactive, Rhodamine autofl inactive, Fluorescein autfl inconclusive, HADH2 inh 3%, Ub-GFP proteasome -1%, Hsp90 Hop PPI 3%, 4MU fluor inactive and DNA Pol III inh 11%.
`CCCCN1C(=O)C(NC(C)=O)c2cc(Br)ccc21` (stereo unspecified) gave GFP derepression -3%, 15-hLO inh -8%, TexasRed autofl inactive, Rhodamine autofl inactive, Fluorescein autfl inactive, HADH2 inh 19%, Ub-GFP proteasome 17%, Hsp90 Hop PPI -4%, 4MU fluor inactive, DNA Pol III inh -7% and HBB splice mod 2.5%.
For COc1ccc(C2=NCC(CSc3nnnn3C)S2)cc1 (stereo unspecified) the results were GFP derepression -1%, 15-hLO inh 16%, TexasRed autofl inactive, Rhodamine autofl inactive, Fluorescein autfl inactive, HADH2 inh -6%, Ub-GFP proteasome -6%, Hsp90 Hop PPI -3%, 4MU fluor inactive, DNA Pol III inh -5% and HBB splice mod -1.4%.
Screening O=C(c1cccc(F)c1)N1CCC2(CCCN(c3ccncc3)C2)CC1 returned GFP derepression 4%[9.22 µM], 15-hLO inh 0%, TexasRed autofl inactive, Rhodamine autofl inactive, Fluorescein autfl inactive, HADH2 inh 0%, Ub-GFP proteasome 0%, Hsp90 Hop PPI -3%, 4MU fluor inactive, DNA Pol III inh -10% and HBB splice mod 1.6%.
CCOc1cc(C(N)=O)cc(OCC)c1OCC was read as GFP derepression -3%, 15-hLO inh 10%, TexasRed autofl inconclusive, Rhodamine autofl inactive, Fluorescein autfl inactive, HADH2 inh 3%, Ub-GFP proteasome 7%, Hsp90 Hop PPI 0%, 4MU fluor inconclusive, DNA Pol III inh -3% and HBB splice mod 4.6%.
For CCOc1ccc(OCC)c(NC(=O)CSc2nc3ccccc3c(=O)n2C)c1 the results were GFP derepression -2%, 15-hLO inh -3%, TexasRed autofl inactive, Rhodamine autofl inactive, Fluorescein autfl inactive, HADH2 inh 2%, Ub-GFP proteasome 4%, Hsp90 Hop PPI -1%, 4MU fluor inactive and DNA Pol III inh -2%.
`CCC(C)NC(=O)c1cn(C)c(=O)c2cc(OC)c(OC)cc12` (stereo unspecified) gave GFP derepression -5%, 15-hLO inh 11%, TexasRed autofl inactive, Rhodamine autofl inactive, Fluorescein autfl inactive, HADH2 inh 10%, Ub-GFP proteasome 8%, Hsp90 Hop PPI 0%, 4MU fluor inactive, DNA Pol III inh -2% and HBB splice mod -0.8%.
Screening COCCNc1ncnc2ccc(-c3cccc(OC)c3)cc12 returned GFP derepression 2%[9.22 µM], 15-hLO inh 17%, TexasRed autofl inactive, Rhodamine autofl inactive, Fluorescein autfl inconclusive, HADH2 inh -9%, Ub-GFP proteasome -4%, Hsp90 Hop PPI -4%, 4MU fluor inactive, DNA Pol III inh 1% and HBB splice mod -1.9%.
For Cc1noc(C)c1COC(=O)CN(C)S(=O)(=O)c1ccc(Cl)cc1 the results were GFP derepression -2%, 15-hLO inh inconclusive, TexasRed autofl inconclusive, Rhodamine autofl inactive, Fluorescein autfl inconclusive, HADH2 inh 4%, Ub-GFP proteasome 0%, Hsp90 Hop PPI 1%, 4MU fluor inactive, DNA Pol III inh 6% and HBB splice mod -1.8%.
For O=C(/C=C\Nc1ccccn1)c1ccc(Cl)cc1 the results were GFP derepression -4%, 15-hLO inh -8%, HADH2 inh -5%, Ub-GFP proteasome -8%, Hsp90 Hop PPI 15%, DNA Pol III inh 4% and HBB splice mod 0.6%[9.22 µM].
Screening Nc1ccc([N+](=O)[O-])c(N)c1 returned 15-hLO inh -11%, HADH2 inh -6%, Hsp90 Hop PPI -2%, DNA Pol III inh 0% and HBB splice mod -0.6%.
Screening COc1cccc(-n2ccnc2SCC(=O)N2CCc3ccccc32)c1 returned GFP derepression 0%, 15-hLO inh 6%, TexasRed autofl inactive, Rhodamine autofl inactive, Fluorescein autfl inactive, HADH2 inh 3%, Ub-GFP proteasome 5%, Hsp90 Hop PPI -17%, 4MU fluor inactive, DNA Pol III inh -5% and HBB splice mod 0.3%.
Screening Cc1ccccc1-n1c(=O)cc(N2CCCCCC2)[nH]c1=O returned 15-hLO inh 5%, HADH2 inh 7%, Ub-GFP proteasome -9%, Hsp90 Hop PPI -1%, DNA Pol III inh -3% and HBB splice mod -0.4%.
Screening Cn1cccc1C(=O)N1CCC2(CC1)CN(C(=O)Nc1cccc(C#N)c1)C2 returned GFP derepression 0%[9.22 µM], 15-hLO inh 13%, TexasRed autofl inactive, Rhodamine autofl inactive, Fluorescein autfl inconclusive, HADH2 inh 3%, Ub-GFP proteasome -9%, Hsp90 Hop PPI -19%, 4MU fluor inactive, DNA Pol III inh -5% and HBB splice mod 3.4%.
Screening CCSc1nc(N)c(C#N)c(-c2ccccc2Cl)c1C#N returned GFP derepression 3%[20.6 µM], TexasRed autofl inactive, Rhodamine autofl inactive, Fluorescein autfl inconclusive and 4MU fluor inactive.

3 structures out of the list, sorted by molecular weight, rising.
Screening Nc1ccc([N+](=O)[O-])c(N)c1 returned 15-hLO inh -11%, HADH2 inh -6%, Hsp90 Hop PPI -2%, DNA Pol III inh 0% and HBB splice mod -0.6%.
Screening Cc1ccccc1-n1c(=O)cc(N2CCCCCC2)[nH]c1=O returned 15-hLO inh 5%, HADH2 inh 7%, Ub-GFP proteasome -9%, Hsp90 Hop PPI -1%, DNA Pol III inh -3% and HBB splice mod -0.4%.
For Cc1noc(C)c1COC(=O)CN(C)S(=O)(=O)c1ccc(Cl)cc1 the results were GFP derepression -2%, 15-hLO inh inconclusive, TexasRed autofl inconclusive, Rhodamine autofl inactive, Fluorescein autfl inconclusive, HADH2 inh 4%, Ub-GFP proteasome 0%, Hsp90 Hop PPI 1%, 4MU fluor inactive, DNA Pol III inh 6% and HBB splice mod -1.8%.

High-throughput results (PubChem BioAssay)
